Source: PubChem BioAssay (National Center for Advancing Translational Sciences (NCATS))
AT treatment = candidate therapy for ataxia-telangiectasia; […] A-T fibroblasts, KAP-1 phosphorylation AlphaLISA; neocarzinostatin DNA damage 30 min before lysis; Potency, µM (series often up to 57.5 µM), for inactives: at the highest dose activation, most hits filed as activators; actives 0.19% (n = 320,000); AID 485349; note: potency is the fitted concentration of half-maximal effect; % of control where 0% means no effect; nearly all actives have a fitted effect of over 45% in size
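ATM-like activity read as KAP-1 phosphorylation via AlphaLISA donor/acceptor antibody pairs after lysis and 6 hr at 25C. Cells were ATM-null patient fibroblasts ([…], hTERT), dosed 60 min, then exposed to the DSB inducer NCS for 30 min.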
Mito fusion yeast = blocks mitochondrial division or promotes mitochondrial fusion. AID 485298. actives 0.23% (n = 320,000). S. cerevisiae fusion-defective mutant growth rescue, CellTiterGlo 48 h. Potency, µM (series often up to 46.1 µM), for inactives: top-dose growth rescue (activation), most hits filed as activators;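 note: potency is the fitted concentration of half-maximal effect; % of control where 0% means no effect; nearly all actives have a fitted effect of over 45% in size; temperature-sensitive fusion mutants such as fzo1-1 at 37 °C on non-fermentable ethanol glycerol medium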
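Temperature-sensitive fusion-defective S. cerevisiae (e.g. fzo1-1, mgm1-5) were grown with compound in YPEG medium (3% ethanol, 3% glycerol) for 48 hours at 37C. Growth rescue was measured as viability by CellTiterGlo luminescence after 10 minutes at ambient.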
KCNH2 WT inh = blocks the wildtype human KCNH2 potassium channel; Q12809; U2OS, BacMam KCNH2, thallium flux FluxOr; hits give low values; actives 0.37% (n = 340,000); activity change, % at 1.84 µM;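 active = maximum activity change below -70%; inconclusive = maximum activity change between -70% and -50%; inactive = maximum activity change above -50%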; note: % is set by controls: 0 for no effect and ±100 for the full control effect
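U2OS cells transduced with wild-type KCNH2 virus are loaded with FluxOr dye for 45 min, and thallium flux is measured in kinetic reads before and after stimulation buffer. Rate constants are normalized to DMSO controls.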
Eya2 inh = blocks the phosphatase activity of human Eya2. Potency, µM (titrated, usually from 76.9 µM), inactives show at the top dose activity, negative = inhibition, hits mostly inhibitors. recombinant Eya2, OMFP fluorescence dephosphorylation (OMFP is methylfluorescein phosphate). actives 0.006% (n = 330,000); note: potency is the fitted concentration of half-maximal effect; % is set by controls: 0 for no effect and ±100 for the full control effect
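Eya2 (0.2 uM) preincubated 10 min at ambient with compound, then OMFP substrate added at 50 uM; 10 min reaction in 50 mM HEPES pH 7.5, 50 mM NaCl, 5 uM MgCl2, 0.05% BSA, 1 mM DTT. Fluorescence read at Ex 485/Em 525 nm.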
ELG1 repair inh = blocks ELG1-dependent DNA repair in HEK293T cells. HEK293T ELG1-luciferase reporter, luminescence, 16 h; DNA damage induced by 5-fluorouridine. Potency, µM (highest dose often 46.1 µM), for the others: top-dose activity change, negative = inhibition, actives largely listed as inhibitors. actives 2.3% (n = 330,000). AID 504467; note: potency is the fitted concentration of half-maximal effect; % is set by controls: 0 for no effect and ±100 for the full control effect; nearly all actives have a fitted effect of over 55% in size
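HEK293T cells expressing luciferase-tagged ELG1 (2,000/well) received 5-Fluorouridine plus compound or DMSO for 16 hr at 37 °C. Luciferase was read by ONE-Glo luminescence after 30 min at room temperature.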
TSHR antag = antagonists of human thyroid stimulating hormone receptor; TSHR-expressing cells, TSH-stimulated cAMP HTRF, 2 h; hits give low values; activity change, negative = inhibition, % at 11.5 µM; actives 0.2% (n = 330,000); P16473;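 active = activity change below a set negative limit, meaning inhibition stronger than a set level, cut at about -70% in these data; inconclusive = activity change between two set negative limits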; note: % is set by controls: 0 for no effect and ±100 for the full control effect
Target sequence (P16473 whole entry, looked up): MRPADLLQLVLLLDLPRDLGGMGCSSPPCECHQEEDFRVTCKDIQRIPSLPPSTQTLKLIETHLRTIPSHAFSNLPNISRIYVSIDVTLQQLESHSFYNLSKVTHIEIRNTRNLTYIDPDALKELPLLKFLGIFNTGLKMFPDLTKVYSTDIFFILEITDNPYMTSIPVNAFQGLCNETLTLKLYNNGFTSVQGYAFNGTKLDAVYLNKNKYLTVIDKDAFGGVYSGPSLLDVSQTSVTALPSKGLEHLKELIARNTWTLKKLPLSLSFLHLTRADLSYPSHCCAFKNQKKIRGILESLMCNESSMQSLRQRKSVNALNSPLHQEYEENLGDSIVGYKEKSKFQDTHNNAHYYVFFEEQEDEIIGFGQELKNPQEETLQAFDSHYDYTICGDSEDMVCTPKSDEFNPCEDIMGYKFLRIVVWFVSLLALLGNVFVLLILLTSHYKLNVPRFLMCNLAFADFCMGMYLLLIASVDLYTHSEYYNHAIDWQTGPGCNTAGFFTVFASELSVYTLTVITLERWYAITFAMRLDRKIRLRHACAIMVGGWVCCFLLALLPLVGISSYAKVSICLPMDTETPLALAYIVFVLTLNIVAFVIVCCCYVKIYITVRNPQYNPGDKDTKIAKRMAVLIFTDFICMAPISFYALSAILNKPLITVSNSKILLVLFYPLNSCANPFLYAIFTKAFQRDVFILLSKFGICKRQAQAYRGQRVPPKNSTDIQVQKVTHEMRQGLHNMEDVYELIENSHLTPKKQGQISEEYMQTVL
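Cell-based HTRF cAMP assay; TSHR cells + compound, TSH EC80 (4nM final), 2 h, 37 deg C. Lysis with anti-cAMP cryptate and cAMP-d2, 30 min RT, read 665/620 nm.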
TCR act = activators of T cell receptors; primary human leukocytes, anti-CD3, IL-2 HTRF, 48 h; Potency, µM (doses to about 9.22 µM), without a hit: at the highest dose activation of IL-2 secretion, hits mostly activators; 330,000 tested, under 10 active; AID 504894; note: % of control where 0% means no effect
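IL-2 produced over 48 hr by a-CD3 bead-stimulated primary human leukocytes exposed to compounds was detected with a homogeneous time-resolved FRET immunoassay, 665nm acceptor signal after 320nm excitation.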
USP2a inh = USP2a (human) protease inhibition; USP2 core, Ub-CHOP2 coupled fluorogenic reporter, 485/531; Potency, µM (top dose mostly 38.3 µM), for the others: top-dose activity change, negative = inhibition, most hits filed as inhibitors; actives 0.01% (n = 330,000); AID 463254;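 note: potency is the fitted concentration of half-maximal effect; plate controls were DMSO wells for no effect and full inhibition by NEM control for full effect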
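Cell-free coupled assay: 10nM USP2 core preincubated 30min RT with compound in Tris-HCl pH 8.0/CaCl2/CHAPS buffer, then 25nM Ub-CHOP2 and 25nM reporter substrate; fluorescence (Ex 485/Em 531) read after 60min RT, normalized to NEM inhibition, concentration-response curves fitted.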
TRPV1 ag = activates the human vanilloid receptor TRPV1; activation, % at 8.33 µM; actives 0.19% (n = 320,000); AID 540275; Q8NER1; TRPV1-expressing cells, Fluo-8 calcium influx, agonist mode; in the data active = activation above about 80%; inconclusive = between about 30% and that limit; note: 0% is about no effect
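Cells expressing TRPV1 were dye-loaded with Fluo-8 and read kinetically: 10 s baseline, 3 min after compound (agonist portion), then 2 min after EC20 capsaicin (allosteric enhancer portion). Calcium-bound dye fluorescence at 480/520 nm.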
KCNH2 3.1 block = inhibitors of human KCNH2 3.1 potassium channel isoform. U2OS KCNH2 3.1, thallium flux FluxOr; hits give low values. AID 720553. activity change, % (tested at about 1.8 µM). actives 0.95% (n = 340,000);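 active = maximum activity change below -70%; inconclusive = maximum activity change from -70% to -50%; inactive = maximum activity change above -50%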;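 note: thallium influx rate constant from kinetic fluorescence after stimulation buffer; % is set by controls: 0 for no effect and ±100 for the full control effect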
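Measured as rate of thallium-driven FluxOr signal in transduced U2OS cells carrying the 3.1 channel, read kinetically for 2 min upon stimulation; values are rate constants scaled to DMSO control wells.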
* hit, by the source's call; u = inconclusive; x = no result given; [ ] = remark or other dose. Unless noted, calls come from the whole dose curve; as a rule, active = well fitted curve in the direction sought with a large enough effect; inconclusive = small, poorly fitted or top-dose-only effect, or another doubt; inactive = no such curve, though single readings can be large; an effect the other way counts as inactive or inconclusive.

The first 3 compounds as a preview:
entry	canonical_smiles	AT treatment	Mito fusion yeast	KCNH2 WT inh	Eya2 inh	ELG1 repair inh	TSHR antag	TCR act	USP2a inh	TRPV1 ag	KCNH2 3.1 block
1	O=C(NC(Cc1ccccc1)C(=O)O)/C(=C/c1ccc([N+](=O)[O-])cc1)NC(=O)c1ccccc1 (stereo not drawn)	-5%	2%	1	-1%	4%	4	4%	1%	0	-7
2	O=C(NC12CC3CC(CC(C3)C1)C2)N1CC2Cc3cccc(=O)n3C(C2)C1 (stereo not drawn)	6%	-2%	-2	-1%	21%	-13	-10%	2%	2	9
3	O=C(CC(C(=O)O)N1CCOCC1)Nc1ccc(Cl)cc1 (stereo not drawn)	4%	7%	-5	16%	3%	15	x	0%	-1	-11

Results, previewed entries included:
entry	canonical_smiles	AT treatment	Mito fusion yeast	KCNH2 WT inh	Eya2 inh	ELG1 repair inh	TSHR antag	TCR act	USP2a inh	TRPV1 ag	KCNH2 3.1 block
1	O=C(NC(Cc1ccccc1)C(=O)O)/C(=C/c1ccc([N+](=O)[O-])cc1)NC(=O)c1ccccc1 (stereo not drawn)	-5%	2%	1	-1%	4%	4	4%	1%	0	-7
2	O=C(NC12CC3CC(CC(C3)C1)C2)N1CC2Cc3cccc(=O)n3C(C2)C1 (stereo not drawn)	6%	-2%	-2	-1%	21%	-13	-10%	2%	2	9
3	O=C(CC(C(=O)O)N1CCOCC1)Nc1ccc(Cl)cc1 (stereo not drawn)	4%	7%	-5	16%	3%	15	x	0%	-1	-11
4	Cc1cc2nc3c(=O)n(CCc4ccccc4)c(=O)[nH]c3nc2cc1N	3%	-3%	3	-3%	-22%	-1	-5%	u	u	13
5	Cc1ccc(CONC(=O)c2cccc([N+](=O)[O-])c2)cc1	-1%	-1%	-8	6%	u	4	-2%	-2%	u	-2
6	CC1CCCC(NC(=O)COC(=O)c2ccc(Br)o2)C1C (stereo not drawn)	-2%	x	7	3%	12%	-3	x	0%	x	5
7	COc1ccc(C(=O)c2sc(Nc3ccc(NC(C)=O)cc3)nc2C)cc1	-5%	6%	2	-16%	u	-13	-1%	-3%	10	-2
8	COc1cc(C(=O)Nc2ccc(OCC(=O)O)cc2)cc(OC)c1OC	-3%	0%	-4	-3%	-5%	-7	-1%	-1%	-1	5
9	O=C1CN(c2nc3ccccc3n3cnnc23)CC(=O)N1CCc1ccccc1	6%	0%	7	0%	-3%	5	-3%[46.1 µM]	1%	0	-3
10	CC1CCN(S(=O)(=O)c2ccc(C(=O)OC(C)C(=O)N(C)C3CCCCC3)cc2)CC1 (stereo not drawn)	-2%	5%	2	23%	8%	18	3%	-3%	4	-1
11	COc1cccc(C(=O)Nc2ccccc2C(=O)NCC2CCCO2)c1 (stereo not drawn)	6%	0%	-13	19%	0%	33	-1%	0%	u	-11
12	Cc1cccc(N/C=C/C(=O)c2ccc(Cl)cc2)c1	-7%	-3%	5	2%	u	-11	5%	1%	2	-8
13	Cc1cc(CNCc2c(C(=O)N(C)Cc3ccccc3)nc3ccccn23)nn1C	-2%	6%	-3	-15%	-15%	-4	-2%	1%	-1	-3
14	CCCSc1nc2c(c(=O)n(C)c(=O)n2C)n1Cc1ccc(C)cc1	1%	2%	-1	9%	u	8	-4%	3%	4	5
15	CCCCn1c(N)c(N(CCOC)C(=O)CN2C(=O)c3ccccc3C2=O)c(=O)[nH]c1=O	2%	1%	-2	8%	11%	6	-1%	3%	-2	7

Sorted by SMILES length (largest number first): part of the list above.
entry	canonical_smiles	AT treatment	Mito fusion yeast	KCNH2 WT inh	Eya2 inh	ELG1 repair inh	TSHR antag	TCR act	USP2a inh	TRPV1 ag	KCNH2 3.1 block
9	O=C1CN(c2nc3ccccc3n3cnnc23)CC(=O)N1CCc1ccccc1	6%	0%	7	0%	-3%	5	-3%[46.1 µM]	1%	0	-3
8	COc1cc(C(=O)Nc2ccc(OCC(=O)O)cc2)cc(OC)c1OC	-3%	0%	-4	-3%	-5%	-7	-1%	-1%	-1	5
5	Cc1ccc(CONC(=O)c2cccc([N+](=O)[O-])c2)cc1	-1%	-1%	-8	6%	u	4	-2%	-2%	u	-2

(list continues)
entry	canonical_smiles	AT treatment	Mito fusion yeast	KCNH2 WT inh	Eya2 inh	ELG1 repair inh	TSHR antag	TCR act	USP2a inh	TRPV1 ag	KCNH2 3.1 block
16	C/C(=N/Nc1nc(C)cc(C)n1)c1ccc(Br)cc1	-5%	-7%	-26	-4%	u	-3	-1%	0%	3	9
17	N#CC1=C(N)Oc2cc3ccccc3cc2C1c1cccs1 (stereo not drawn)	2%	1%	3	-3%	-16%	-15	4%	-4%	18	4
18	N#Cc1c(-c2ccc(Cl)cc2)ccn2nc(CCC(=O)O)nc12	x	-2%	-4	x	x	x	5%	x	-2	-1
19	COc1ccc(NC(=O)CN(c2ccc(C(C)C)cc2)S(=O)(=O)c2c(C)noc2C)cc1OC	-2%	-7%	-3	2%	u	6	-2%[46.1 µM]	2%	-3	-3
20	COc1ccc(-c2nc3ccccc3c(=O)n2CCOc2ccccc2C)cc1	-3%	0%	-1	-4%	-1%	0	7%[46.1 µM]	-6%	-3	5
21	Cc1ccc(N2CC(O)=C(c3nc4ccccc4c(=O)[nH]3)C2=N)cc1C	-2%	3%	0	-7%	6%	-3	-2%	1%	1	-3
22	Cc1c(NC(=O)C(C)OC(=O)c2cc(-c3cccc4ccccc34)nc3ccccc23)c(=O)n(-c2ccccc2)n1C (stereo not drawn)	-3%	6%	1	-7%	u	-17	3%[46.1 µM]	7%	-2	-18
23	CCC1CCC/C1=N\NC(=O)c1ccoc1C (stereo not drawn)	2%	-1%	-16	-13%	u	5	-5%	0%	-2	-3
24	CCOc1ccc(N(CC(=O)O)S(=O)(=O)c2ccc(OC)c(OC)c2)cc1	-4%	2%	-6	-32%	-2%	8	-3%	-5%	1	-5
25	COc1ccc(C(=O)C2CCN(C(=O)c3ccc(F)cc3)CC2)cc1	-3%	-2%	1	0%	-15%	0	-3%	-1%	6	0
26	CC(C)(C)S(=O)(=O)/C(C#N)=N/Nc1ccc(Cl)cc1	7%	2%	x	11%	-35%	-41	-2%	4%	4	-4
27	O=C(O)c1ccccc1OCCN1CCCC1=O	15%	1%	-2	-7%	-1%	6	-6%	0%	-3	19
28	COc1ccc(S(=O)(=O)N2CCCC2)cc1Br	7%	-4%	-9	9%	17%	0	x	1%	0	-8
29	COc1ccccc1N1C(=O)CC(c2ccccc2)CC1=O	-5%	-11%	-4	1%	23%	1	2%	0%	1	3
30	Cc1cccc(N(C)C(=O)CN2C(=O)COc3ccc(S(=O)(=O)N4CCCCCC4)cc32)c1	18%	2%	-2	-1%	u	-5	-6%	1%	7	5
31	CCN(CC)S(=O)(=O)c1ccc(NC(=O)CN(c2ccc(OC)cc2OC)S(C)(=O)=O)cc1	-3%	-1%	-2	-24%	u	2	-5%	1%	5	9
32	Cc1ccc(C(C)C)c(OCCCN(C)Cc2ccccc2)c1	35µM*	-9%	1	-5%	-23%	22	-6%[46.1 µM]	-1%	16	1
33	S=C(NCc1cccnc1)Nc1cccc(Cl)c1	2%	-1%	-7	2%	-5%	-11	1%	-1%	15	-5
34	O=C(Cn1ccccc1=O)Nc1ccc(Cl)c(S(=O)(=O)N2CCCCC2)c1	-1%	0%	-4	-6%	4%	1	x	-1%	10	-2
35	Cc1ccc(S(=O)(=O)Nc2nc3ccc(S(=O)(=O)N4CCCC4)cc3s2)cc1	1%	-11%	-31	5%	1%	1	0%	2%	-1	10
36	Cc1cc(C(=O)NNC(=O)C2CCCC2)c(C)o1	12%	-2%	-11	-6%	10%	-6	-6%	0%	-2	10
37	OCc1cn(-c2ccccc2)nn1	3%	-3%	3	10%	-3%	19	4%	3%	2	-1
38	O=[N+]([O-])c1ccccc1S(=O)(=O)Nc1ccn(Cc2c(F)cccc2Cl)n1	-1%	4%	-5	4%	4%	-5	x	1%	-5	-1
39	O=C1C(Cl)=C(NCC2CCCO2)C(=O)N1CCc1ccccc1 (stereo not drawn)	7%	2%	14	-6%	u	-1	7%	-4%	-3	-30
40	COCCCn1c(SCc2nnc(-c3ccc(OC)c(OC)c3)o2)nc2ccccc2c1=O	-1%	9%	-7	3%	12µM*	9	-2%[46.1 µM]	4%	2	1
41	O=C1c2ccccc2C(=O)N1CCSc1nc2ccccc2c(=O)n1CCCN1CCOCC1	-2%	-3%	-1	u	7%	-2	-5%	2%	-2	3
42	O=C(NCc1cccs1)[C@@H]1CSC2c3ccccc3C(=O)N21 (stereo partly drawn)	5%	4%	4	-10%	8%	6	-5%	1%	3	1
43	Cc1csc(NC(=O)c2ccc(C(=O)Nc3nc(C)cs3)cc2)n1	-4%	-5%	x	u	u	14	x	5%	5	x
44	CC(=O)Nc1ccc(S(=O)(=O)NCc2csc(C)n2)cc1	1%	-5%	-4	10%	-13%	-8	0%[46.1 µM]	-1%	0	1

Some of the compounds tested; rates above refer to the full screens.
